Screens (PubChem BioAssay)
PglD DTNB – C. jejuni PglD acetyltransferase inhibitors, primary screen, biochemical, DTNB colorimetric, single point; 360,000 compounds, 0.098% hits; purified PglD enzyme, DTNB colorimetric CoA detection; UDP-N-acetylbacillosamine N-acetyltransferase PglD (Campylobacter jejuni); inhibition, % at 12.5 µM; AID 602405, 2012; in the data active = inhibition above about 16%, passing the limit was not always enough; note: strong numbers were not always called active
PAX8 inh HTS – inhibitors of PAX8-driven TPO luciferase reporter, primary screen, RMG-I cells, single concentration; SteadyGlo, 24 h; inhibition, % at 12.6 µM; 360,000 compounds, 1.2% hits; AID 652154, 2013;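 active = mean replicate inhibition at least 60% with every replicate also reaching 60%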;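 note: luciferase light reporting Pax8 driven TPO promoter activity; plate controls were median of neutral control wells for no effect and mitoxantrone controls for full effect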
Statin myotox sup – suppressors of statin myotoxicity in C2C12 myotubes, primary screen, cell-based, single point, plate reader. C2C12 myotubes + simvastatin, ATP luminescence, 48 h; scaled: DMSO 0, geranylgeraniol control 100. rescue of ATP level, % at 7.49 µM. 330,000 compounds, 0.78% hits. AID 602340, 2012;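 active = mean ATP rescue above about 67%, or every replicate alone reaching that limit, limit read from the data, passing the limit was not always enough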;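 note: myotubes were challenged with 10 µM simvastatin during compound exposure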
LGR2 antag – inhibitors of bursicon-induced LGR2 CRE-luciferase signal, primary screen, cell-based, HEK293, CRE-luciferase reporter, bursicon stimulation; bursicon-stimulated, 4 h; Drosophila bursicon receptor LGR2 (rickets); 380,000 compounds, 0.35% hits; AID 720647, 2013; inhibition, % at 9.99 µM;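 active = drop in luminescence signal, shown as inhibition above about 50% in the replicate tests, limit read from the data, passing the limit was not always enough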;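 note: agonist challenge used bursicon conditioned medium at about half maximal strength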
PGC1a acetyl inh – inhibitors of PGC1a acetylation signal, primary screen, cell-based, U2OS, AlphaScreen, inhibitor mode | 350,000 compounds, 0.17% hits | inhibition, % at 15.6 µM | AlphaScreen anti-acetyl-lysine; with virally co-expressed GCN5 acetyltransferase;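 active = every replicate shows inhibition of at least 40%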;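 note: 0% = neutral control wells and 100% = positive control wells; some results beyond the cut were filed as inactive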
GSIS activator – GLuc luminescence reporter in INS-1E cells, primary screen for activators of glucose-dependent secretion of insulin. activation, % at 16.6 µM. 370,000 compounds, 0.61% hits. AID 743287, 2014. INS-1E GLuc reporter insulin secretion, 2-3 h;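 active = lowest replicate activation of at least 40%, so every replicate reaches that level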;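 note: 0% = median of neutral control wells and 100% = median of IBMX positive control wells; some compounds called inactive have numbers as strong as hits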
ARNT TACC3 PPI – disruptors of ARNT/TACC3 protein interaction, primary screen, biochemical, AlphaScreen, single concentration | Transforming acidic coiled-coil-containing protein 3 (Homo sapiens), Q9Y6A5 | AlphaScreen His-ARNT PAS-B/GST-TACC3 binding, luminescence; TACC3 fragment carries E629A point mutation | inhibition, % at 9.99 µM | 390,000 compounds, 0.66% hits | AID 623870, 2012;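 active = mean inhibition of replicates at least 50% and at least half of replicates each reaching 50%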;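 note: 0% = complete ARNT plus TACC3 wells and 100% = ARNT alone without TACC3; many hits fall short of the cut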
Cneo AK release – Cryptococcus neoformans cell lysis inducers, primary screen, AK release luminescence, single concentration; C. neoformans lysis, adenylate kinase release luminescence, 4 h; normalised: neutral wells 0, clomiphene wells 100; lysis activity, % at 15 µM; 360,000 compounds, 0.2% hits;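 active = mean lysis activity across replicates of at least 80%, whatever share of replicates individually reach that level; inactive = mean lysis activity below 80%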
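Material – Cryptococcus neoformans yeast cells · Quantity – 5 × 10^6 yeast cells/mL · Buffer or medium – YPD medium · Compound – single dose · Timing – 4 h static compound exposure, 37 °C, read 1 h post-reagent · Signal – adenylate kinase release luminescence · Read-out basis – lysis from increased AK signal · Benchmarks – Clomiphene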
An asterisk follows results filed as active; nt = no result given; & = joins results of further samples.

SMILES	PglD DTNB	PAX8 inh HTS	Statin myotox sup	LGR2 antag	PGC1a acetyl inh	GSIS activator	ARNT TACC3 PPI	Cneo AK release
O=C(COC(=O)C(c1ccccc1)c1ccccc1)NCc1ccco1	nt	8	nt	1	nt	-9	-5	nt
CCOc1ccc2[nH]c(=O)c(CN(Cc3cccs3)Cc3nnnn3C(C)(C)CC)cc2c1	3	nt	-1	-10	-20	-50	-4	5
C[C@@H]1CCCCO[C@H](CN(C)C(=O)Nc2cccc3ccccc23)[C@H](C)CN([C@@H](C)CO)C(=O)c2cc(NS(=O)(=O)c3ccc(F)cc3)ccc2O1	-5	1	nt	-1	-11	4	-2	3
CCOc1ccc(S(=O)(=O)N2CCN(Cc3ccco3)CC2)cc1	-5	-7	14	-1	nt	1	0	1
O=C(c1[nH]nc2c1CCc1ccccc1-2)N1CCN(Cc2ccc3c(c2)OCO3)CC1	2	nt	30	nt	9	nt	11	0
COc1ccc(NC(=O)c2ccccc2-c2ccccc2)cc1	nt	8	nt	-30	nt	2	-5	nt
COc1ccc(C2c3c(c(C)c(C)oc3=O)Oc3c(C)c(C)oc(=O)c32)cc1	4	-15	nt	6	1	10	-6	0
CCCC(=O)CN1C(=O)C2(OCCO2)c2ccccc21	2	nt	7	nt	nt	nt	-4	0
NC(=O)c1oc2ccccc2c1NC(=O)C1CCCCC1	-2	-1	-4	nt	7	nt	-3	2
Cc1cc(S(=O)(=O)Nc2ccc3cn[nH]c3c2)c(C)cc1Cl	-5	20	35	30	nt	-27	nt	1
CC(=O)Nc1ccc2c(c1)C(=O)N(C)[C@H]1CC[C@H](CC(=O)Nc3ccc(C)cc3)O[C@@H]1CO2	-3	3	16	15	7	-7	2	2
COc1ccc(NC(=O)N(C)C[C@H]2Oc3ccc(NC(=O)CCCN(C)C)cc3C(=O)N([C@@H](C)CO)C[C@H]2C)cc1	-2	5	11	9	6	17	-5	0
O=C(c1ccncc1)N1CC2(C1)[C@H](c1ccccc1)[C@H](CO)N2C(=O)CC1CC1	nt	-17	nt	-10	-1	14	nt	nt
Cc1cc(C)nc(NC(=O)c2ccc(Cl)cc2[N+](=O)[O-])c1	-1	10	7	-2	4	19	-4	0
COc1ccc(OC)c(C(=O)CSc2nc3cccnc3n2C)c1	-3	27	2	nt	5	nt	nt	0
CC1CC(C)(C)NC(=S)N1CCC(=O)NCc1ccc(F)cc1 (stereo not given)	nt	-6	nt	9	-3	13	nt	nt
C[C@H]1CCCCO[C@H](CN(C)C(=O)Nc2ccc(C(F)(F)F)cc2)[C@@H](C)CN([C@@H](C)CO)C(=O)c2cc(NC(=O)Nc3ccc(F)cc3)ccc2O1	1	84*	-13	19	18	14	2	2
COc1ccc(C2=NCCn3nc4cc(OC)ccc4c32)cc1	-2	24	10	4	-11	2	3	-1
CNc1c([N+](=O)[O-])cnn1-c1ccccc1Cl	1	-54	11	nt	12	nt	0	1
CCOC(=O)c1c(C)c(C(=O)NCCOC)c(C)n1CC	-5	nt	1	-16	6	3	1	0
CCOC(=O)c1cnc2ccccc2c1Nc1ccc(C(=O)O)cc1	nt	-39	nt	nt	-2	5	1	nt
COCCNC(=S)N(CCN(C)C)Cc1cc2cc3c(cc2[nH]c1=O)OCO3	0	-16	-12	6	-6	6	-9	-5
COc1ccc(C(CC(=O)O)NC(=O)Nc2ccccc2)cc1OC (stereo not given)	2	-1	-1	12	-1	-9	-5	1
CCNc1nc(OC)nc(SCC(N)=O)n1	3	nt	69*	nt	0	nt	-6	0

Exported with bars between the fields: 2 of the compounds above
smiles | PglD DTNB | PAX8 inh HTS | Statin myotox sup | LGR2 antag | PGC1a acetyl inh | GSIS activator | ARNT TACC3 PPI | Cneo AK release
COc1ccc(C2=NCCn3nc4cc(OC)ccc4c32)cc1 | -2 | 24 | 10 | 4 | -11 | 2 | 3 | -1
CNc1c([N+](=O)[O-])cnn1-c1ccccc1Cl | 1 | -54 | 11 | nt | 12 | nt | 0 | 1

Following part:
SMILES	PglD DTNB	PAX8 inh HTS	Statin myotox sup	LGR2 antag	PGC1a acetyl inh	GSIS activator	ARNT TACC3 PPI	Cneo AK release
N#C/C(=C\c1ccc([N+](=O)[O-])cc1)C(=O)Nc1ccccc1O	nt	-14	nt	-24	nt	-35	6	nt
CC(C)C#Cc1ccc2c(c1)O[C@@H](CN(C)C(=O)c1cccc(F)c1)[C@@H](C)CN([C@@H](C)CO)S2(=O)=O	5	nt	1	16	-17	-17	nt	2
CCc1ccccc1NC(=O)c1ccccc1N1C(=O)C2C3C=CC(C3)C2C1=O (stereo not given)	1	3	5	-5	nt	8	-4	2
Nc1ccc2c(c1)C(=O)c1cc(Cl)c(Cl)cc1-2	-4	-12	4	17	-16	1	4	3
C[C@@H]1CN([C@@H](C)CO)C(=O)c2cc(NS(=O)(=O)c3ccccc3)ccc2O[C@@H]1CN(C)Cc1ccc(Cl)c(Cl)c1	-1	26	9	11	0	-25	0	0
CCN1CNC(=S)N(c2cccc(C)c2C)C1	-10	-4	-15	nt	nt	nt	-29	0
CN(Cc1cnn(C)c1)C(=O)C1CCC(=O)N(Cc2cccc(F)c2)C1 (stereo not given)	5	9	-1	5	nt	9	-3	-1
Cc1cccc(NC(=S)NNC(=O)c2csc3c2CCCC3)c1	1	nt	14	nt	0	-22	22	-1
Cc1ccc(S(=O)(=O)N2CCN(C(=O)CSc3nnnn3C)CC2)c(C)c1	nt	-13	nt	-6	nt	4	-9	nt
COc1ccc(C2=NN(c3nc(-c4ccccc4)c(CC(=O)O)s3)C(c3ccco3)C2)cc1 (stereo not given)	-5	-4	nt	-24	nt	-13	8	-2
COc1cc(NC(=O)c2cnc(N)s2)cc(C(=O)Nc2cccc(C(F)(F)F)c2)c1	-2	57&-1	-13	-38&-40	-18	-11&-8	nt	-9
COc1ccc(CCNS(=O)(=O)c2ccc3c(c2)NC(=O)CCS3)cc1OC	8	27	4	9	7	32	1	1
CS(=O)(=O)N1CCN(c2ccccc2NC(=O)C(c2ccccc2)c2ccccc2)CC1	-3	nt	2	nt	-10	nt	-9	-1
CCOCCCNC(=O)C1CC(=O)N(CCc2ccccc2)C1 (stereo not given)	6	-11	2	-2	6	13	-2	-2
Cc1ccc(S(=O)(=O)NC(=O)NN2CC3CCCC3C2)cc1 (stereo not given)	-5	-17	4	-1&9	-6	0&14	8	0
Cc1noc(C)c1S(=O)(=O)N(C)C[C@H]1OCCCC[C@@H](C)Oc2ccc(NC(=O)C3CCCCC3)cc2C(=O)N([C@@H](C)CO)C[C@@H]1C	2	8	21	7	-7	-12	1	-2
C[C@H](CO)N1C[C@H](C)[C@H](CN(C)Cc2ccc(-c3ccccc3)cc2)Oc2c(NC(=O)Nc3ccc4c(c3)OCO4)cccc2C1=O	1	nt	nt	0	-13	-12	21	0
COc1ccc(C(C(=O)NC2CCCCC2)N(C(=O)c2ccco2)c2ccccc2C(C)=O)cc1 (stereo not given)	-4	4	27	4	nt	-1	-3	0
O=C(NCc1ccccn1)C(F)(F)C(F)(F)C(=O)NCc1ccccn1	0	-11	-12	nt	3	nt	19	-1
O=C(Nc1cccnc1)c1ccc(NS(=O)(=O)c2cc([N+](=O)[O-])ccc2Cl)cc1	-2	8	nt	1	-1	5	-15	2
COCc1cn(CC[C@@H]2CC[C@H](NC(=O)Nc3ccc(C(F)(F)F)cc3)[C@H](CO)O2)nn1	-1	nt	11	7	1	-4	-4	13
CCOc1ccccc1C1C(C(=O)OC)=CN(C)C=C1C(=O)OC	-4	nt	10	nt	0	nt	-14	-1
CCCCOc1ccc(C(=O)NCC(=O)OCCCOC(=O)CNC(=O)c2ccc(OCCCC)cc2)cc1	1	9	5	-5	-2	10	nt	14
COc1ccc(Cl)cc1NC(=O)Nc1ccc(C(=O)N2CCCC2)cc1	-2	-4	24	5	-3	-16	-6	2
C[C@@H]1CCCCO[C@@H](CN(C)S(C)(=O)=O)[C@@H](C)CN([C@@H](C)CO)C(=O)c2cc(NC(=O)C3CCCCC3)ccc2O1	0	-6	-21	-12	2	0	9	-2
CCCNC(=O)C[C@H]1CC[C@H]2[C@@H](COc3ccc(NC(=O)C4CCOCC4)cc3C(=O)N2C)O1	nt	-22	nt	-22	-4	13	nt	nt
CC(C)NC(=O)N(C)C[C@H]1Oc2ccc(NC(=O)Nc3ccc(F)cc3)cc2C(=O)N([C@@H](C)CO)C[C@H]1C	10	-2	20	-3	2	6	-8	-1
O=S(=O)(c1ccc(SCc2ccccc2)nc1)N1CCCCC1	2	2	6	-7	1	20	-8	1
C[C@@H]1CN([C@H](C)CO)C(=O)c2cc(NC(=O)Nc3cccc4ccccc34)ccc2O[C@H]1CN(C)Cc1ccc(C(=O)Nc2ccccc2N)cc1	4	nt	30	0	-4	-1	10	-1
CC(C)Sc1nc2c([nH]c3ccccc32)c(=O)n1C	nt	12	19	17	-5	3	1	nt
COc1cccc(NC(=O)C[C@H]2CC[C@H]3[C@@H](COc4ccc(NC(C)=O)cc4C(=O)N3C)O2)c1	2	8	-1	4	3	5	-4	-1
CCC(=O)N(C)C[C@H]1Oc2cc(C3=CCCC3)ccc2S(=O)(=O)N([C@@H](C)CO)C[C@@H]1C	7	nt	-1	13	5	16	-4	2
CC(C)N(Cc1nnc(-c2ccccc2Cl)o1)C(=O)COc1cccc(Cl)c1	2	15	23	5	5	-13	nt	3
CCCN(C)C[C@H]1OCCCC[C@@H](C)Oc2ccc(NS(=O)(=O)c3cn(C)cn3)cc2C(=O)N([C@H](C)CO)C[C@@H]1C	5	-18	7	27	-1	-8	-6	4
O=C(NP(=O)(N1CCCC1)N1CCCC1)C1=C(N2CCOCC2)/C(=C/c2cccc([N+](=O)[O-])c2)CC1	nt	11	nt	nt	-13	-9	4	-1
O=C(C1COc2ccccc2O1)N1CCN(c2ccccc2Cl)CC1 (stereo not given)	nt	-14	-1	-9	3	-19	4	nt
COc1ccc(NC(=O)CN2C(=O)NC3(CCCc4ccccc43)C2=O)c(OC)c1 (stereo not given)	-5	5	9	2	-5	8	8	0
C/C=C/c1ccc(OCC(=O)Nc2cc(C(F)(F)F)ccc2N2CCOCC2)c(OC)c1	5	9	-7	-3	nt	-4	-6	1
COc1ccsc1C(=O)N1CCN(Cc2ccc3c(c2)OCO3)CC1	0	25	-2	nt	7	nt	3	-1
COc1ccc(S(=O)(=O)NCc2ccccn2)cc1C	5	-11	4	-1	0	0	nt	0
COc1ccc(C(=O)N2CCCCC2c2cc(C(=O)NCc3ccccc3)no2)cc1 (stereo not given)	-1	15	3	7	0	-5	nt	-1
O=C(Nc1cccc(Oc2c(F)c(F)c(F)c(F)c2F)c1)N1C[C@@H]2C[C@@H](C1)c1cccc(=O)n1C2	1	nt	18	nt	-4	nt	-3	3
CC(C)(C)C(=O)c1cnc(Nc2ccccc2Cl)s1	-8	nt	-24	nt	6	nt	nt	-4
CCCCN(Cc1ccccc1)c1ncnc2nc[nH]c12	2	nt	26	nt	0	nt	1	-1
CC(=O)Nc1ccc(NC(=O)C(C)Sc2nnc(C3CC3)n2-c2ccccc2)cc1 (stereo not given)	nt	4	0	-4	8	-1	nt	nt
